# High-throughput results from PubChem.
# STAT3 inh: IL-6 driven STAT3 reporter inhibitors, primary screen, U3A cells, luciferase, luminescence, MLSCN library; AID 862, 2007; inhibition, % at 5.5 µM; actives 0.89% (n = 190,000); IL-6 STAT3-luciferase reporter; host cell line lacks STAT1;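 active means inhibition above the mean inhibition across all screened compounds plus 3 SD, cut at about 44% in these data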;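 further: 0% = DMSO only wells and 100% = 100 µM nifuroxazide control wells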
# bIAP activator: bovine intestinal alkaline phosphatase activators, primary screen, biochemical, bovine IAP, CDP-star luminescence; purified bovine IAP, 30 min; active compounds read high; fold of DMSO-control signal, blank-subtracted; alkaline phosphatase, intestinal [Bos taurus]; actives 0.17% (n = 200,000); activation factor at 20 µM;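 active means activation factor of 2 or more at 20 µM, a signal rise over negative controls twice the positive control's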
# PPARg SRC2 recr: agonists of PPARg-SRC-2 recruitment, primary screen, biochemical, HTS | actives 0.34% (n = 200,000) | AID 1032, 2008 | PPARgamma LBD-SRC-2 recruitment | activation, % at 8 µM | Peroxisome proliferator-activated receptor gamma (Homo sapiens), P37231; in the data active means activation above about 22%;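 further: 0% = vehicle and 100% = reference agonist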
# Target sequence (P37231 whole entry, looked up, the tested form may be a part): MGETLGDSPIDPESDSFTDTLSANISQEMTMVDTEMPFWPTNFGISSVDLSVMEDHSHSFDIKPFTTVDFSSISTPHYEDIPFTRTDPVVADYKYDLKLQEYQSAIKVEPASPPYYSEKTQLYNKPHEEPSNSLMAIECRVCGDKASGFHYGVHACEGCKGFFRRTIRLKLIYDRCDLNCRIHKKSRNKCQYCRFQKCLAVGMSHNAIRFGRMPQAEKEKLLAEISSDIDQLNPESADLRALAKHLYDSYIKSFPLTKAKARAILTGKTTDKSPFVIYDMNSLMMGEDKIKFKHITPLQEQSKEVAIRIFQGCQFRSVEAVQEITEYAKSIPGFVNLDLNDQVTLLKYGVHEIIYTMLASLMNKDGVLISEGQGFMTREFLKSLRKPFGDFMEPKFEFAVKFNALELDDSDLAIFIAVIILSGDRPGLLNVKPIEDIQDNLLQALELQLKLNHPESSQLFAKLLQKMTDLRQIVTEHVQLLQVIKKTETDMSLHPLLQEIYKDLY
# PPARg SRC-1 ag: PPARgamma agonists recruiting SRC-1 coactivator, primary screen, biochemical; Peroxisome proliferator-activated receptor gamma (Homo sapiens), P37231; PPARgamma-SRC-1 coactivator recruitment biochemical assay; activation, % at 8 µM; actives 0.41% (n = 200,000); in the data active means activation above about 19%;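 further: 0% = DMSO and 100% = reference agonist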
# bIAP inh: bovine intestinal alkaline phosphatase inhibitors, primary screen, selectivity assay for TNAP inhibitor project, biochemical, bovine IAP, CDP-star luminescence; alkaline phosphatase, intestinal [Bos taurus]; purified bovine IAP, 30 min; inhibition, % at 20 µM; 190,000 tested, under 10 active; AID 1019, 2008;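 active means over 50% inhibition of intestinal alkaline phosphatase at 20 µM in the single-dose screen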
#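 System: Purified bovine intestinal alkaline phosphatase (IAP) enzyme | Input: IAP diluted 1/65,000,000 in the well | Also added: CDP-star chemiluminescent phosphatase substrate, 30 µM final | Dosing: 20 µM single dose | Times: Enzyme reaction for 30 min at room temperature | Detection: Luminescence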
# SRC2 TRFRET art: TR-FRET signal artefacts, primary screen, artefact control for PPARgamma SRC-2 agonist project, biochemical; actives 0.4% (n = 200,000); TR-FRET ratio at 8 µM; TR-FRET artefact counter-screen; active compounds read high; in the data active means TR-FRET ratio above about 2000; further: inactives centre near 1500
# ROMK primary: ROMK potassium channel modulators, primary screen, cell-based, thallium flux, MLSMR library; ATP-sensitive inward rectifier potassium channel 1 (Homo sapiens), P48048; Tet-inducible ROMK, thallium flux fluorescence; actives lie on both sides; B-score at 10 µM; actives 2% (n = 130,000); AID 1918, 2009;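 active means signal ratio slope over the read window, or its plate-corrected B-score, at least 3 SD from the plate mean, either direction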;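 further: B-score of the F/F0 ratio slope over 7 to 12 s after thallium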
# PPARg SRC3 recr: PPARgamma agonists recruiting SRC-3 coactivator, primary screen, biochemical; actives 0.26% (n = 200,000); activation, % at 8 µM; Peroxisome proliferator-activated receptor gamma (Homo sapiens), P37231; biochemical PPARgamma/SRC-3 coactivator recruitment assay; in the data active means activation above about 23%;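 further: 0% = DMSO and 100% = reference agonist; some compounds past the cut are filed as inactive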
# STAT3 act: IL-6 driven STAT3 reporter potentiators, primary screen, U3A cells, luciferase, luminescence, MLSCN library | IL-6 STAT3-luciferase reporter; 100% = signal with IL-6 EC80 alone | AID 871, 2007 | actives 0.91% (n = 190,000) | activation (% of control), % at 5.6 µM;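 active means activation above the screen-wide mean of compound activation plus 3 SD, cut at about 130% in these data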;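 further: 0% = background luminescence of wells with medium and substrate only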
#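 Material: human STAT1-deficient U3A cells with stable STAT3-luciferase reporter / Probe or stimulus: IL-6 stimulus at 33 ng/mL final / Schedule: 1 h compound pre-exposure, 6 h IL-6 stimulation, 37 °C / Technique: luminescence / Read-out basis: percent of IL-6-only median luminescence / Control set: IL-6-only high control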
# STAT1 blocker: STAT1 signaling inhibitors, primary screen, cell-based, HTS, luciferase reporter; NIH 3T3 STAT1-luciferase reporter, IFN-gamma, luminescence; inhibition, % at 5.5 µM; actives 0.35% (n = 200,000);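 active means inhibition above a set limit, the mean inhibition across all tested compounds plus 3 SD, cut at about 34% in these data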;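 further: 0% = IFN-gamma with DMSO and 100% = IFN-gamma with 300 µM nifuroxazide; values of inactives mirror those of a sister screen read the other way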
# TNAP act hi DEA: TNAP activators at high phosphate acceptor level, primary screen, biochemical, luminescence, uHTS; activation factor at 20 µM; Alkaline phosphatase, tissue-nonspecific isozyme (Homo sapiens), P05186; AID 1136, 2008; 200,000 tested, under 10 active; purified TNAP, CDP-star luminescence, 1 M DEA, 30 min; active compounds read high; 0 = EDTA background, 1 = DMSO-only activity;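 active means activation factor at least 2 at 20 µM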
# Target sequence (P05186 whole entry, looked up): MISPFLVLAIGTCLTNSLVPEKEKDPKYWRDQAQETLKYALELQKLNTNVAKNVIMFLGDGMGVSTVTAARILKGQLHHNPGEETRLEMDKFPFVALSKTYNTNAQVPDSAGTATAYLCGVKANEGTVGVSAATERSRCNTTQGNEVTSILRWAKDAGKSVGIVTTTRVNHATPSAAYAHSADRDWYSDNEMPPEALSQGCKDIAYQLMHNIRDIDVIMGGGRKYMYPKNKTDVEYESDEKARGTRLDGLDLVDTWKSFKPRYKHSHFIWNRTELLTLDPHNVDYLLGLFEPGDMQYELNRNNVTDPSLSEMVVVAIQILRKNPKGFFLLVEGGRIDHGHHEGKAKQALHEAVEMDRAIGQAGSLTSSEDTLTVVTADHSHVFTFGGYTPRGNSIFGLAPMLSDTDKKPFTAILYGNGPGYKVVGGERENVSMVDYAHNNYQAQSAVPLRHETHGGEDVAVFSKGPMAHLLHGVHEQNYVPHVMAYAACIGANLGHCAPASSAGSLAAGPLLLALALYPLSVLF
#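 Assay system: human TNAP; Input: enzyme diluted 1/800 final; Reagent: CDP-star luminogenic substrate at 100 µM final; Timing: 30 min, room temperature; Signal: luminescence; Evaluation: TNAP activation factor scaled between EDTA and DMSO control wells.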
# * = called active by the depositor; · = not tested or not shown.
no.	structure	STAT3 inh	bIAP activator	PPARg SRC2 recr	PPARg SRC-1 ag	bIAP inh	SRC2 TRFRET art
1	COc1cccc(C(=O)CC(=O)C(=O)Nc2cc(Cl)c(OC)cc2OC)c1	11	0.8	0	-4	20	1612
2	CC1CCc2c(sc3nc(CN4CCN(S(=O)(=O)c5ccccc5[N+](=O)[O-])CC4)[nH]c(=O)c23)C1 (stereo unspecified)	-4	0.9	6	-5	7	1520
3	COc1ccc(N2CC(C(=O)N/N=C/c3cccs3)CC2=O)cc1 (stereo unspecified)	13	1	9	-7	-4	1641
4	CC(C)OCC1CC(CC(=O)NC(=S)Nc2cccc([N+](=O)[O-])c2)C(=O)O1 (stereo unspecified)	-13	0.9	4	0	10	1641
5	CC(C)CCNC(=O)Cn1c(NCCC(C)C)nc2c1c(=O)n(C)c(=O)n2C	7	·	3	0	·	1613
6	CN(C)S(=O)(=O)N1CCN(C(=O)c2cccc(Br)c2)CC1	-11	0.9	1	8	5	1286
7	COc1ccc(-n2c(C)nc3c(cnn3-c3ccc(Cl)cc3)c2=O)cc1	52*	1	-8	-4	2	1446
8	O=C(NCc1ccccc1)C(=O)NCC1COc2ccccc2O1 (stereo unspecified)	1	1	-4	1	-1	1383
9	O=C(Nc1ccccc1C(F)(F)F)c1cc(-c2ccc(O)cc2)on1	-3	1	3	-1	4	1394
10	COc1ccccc1Nc1nc(N)nc(CN2CCN(Cc3ccccc3)CC2)n1	6	1.1	4	3	-5	1475
11	CCn1cc(C(=O)N(CCC(C)C)c2c(N)n(Cc3ccccc3)c(=O)[nH]c2=O)c(=O)c2ccc(C)nc21	6	0.8	-2	-6	24	1421
12	CC(C)(C)c1ccc(S(=O)(=O)N2CCC(CO)(CC3CCCCO3)CC2)cc1 (stereo unspecified)	-11	1.1	4	2	-5	1434

no.	ROMK primary	PPARg SRC3 recr	STAT3 act	STAT1 blocker	TNAP act hi DEA
1	1.1	2	100	0	1
2	·	-2	106	-9	1
3	0.15	-1	94	3	1
4	-0.43	-10	112	6	1
5	·	7	99	5	·
6	0.75	-3	107	-8	1.1
7	·	2	60	13	1
8	1.2	-11	101	-1	0.9
9	1.3	6	103	-21	0.9
10	0.81	-3	97	2	1.1
11	0.056	-6	97	-8	1
12	-1.8	0	116	-6	1

# Whole records from above. Screens in order: STAT3 inh	bIAP activator	PPARg SRC2 recr	PPARg SRC-1 ag	bIAP inh	SRC2 TRFRET art	ROMK primary	PPARg SRC3 recr	STAT3 act	STAT1 blocker	TNAP act hi DEA
# CCn1cc(C(=O)N(CCC(C)C)c2c(N)n(Cc3ccccc3)c(=O)[nH]c2=O)c(=O)c2ccc(C)nc21 reads 6	0.8	-2	-6	24	1421	0.056	-6	97	-8	1
# COc1ccc(N2CC(C(=O)N/N=C/c3cccs3)CC2=O)cc1 (stereo unspecified) reads 13	1	9	-7	-4	1641	0.15	-1	94	3	1
# CC(C)OCC1CC(CC(=O)NC(=S)Nc2cccc([N+](=O)[O-])c2)C(=O)O1 (stereo unspecified) reads -13	0.9	4	0	10	1641	-0.43	-10	112	6	1
# CC(C)(C)c1ccc(S(=O)(=O)N2CCC(CO)(CC3CCCCO3)CC2)cc1 (stereo unspecified) reads -11	1.1	4	2	-5	1434	-1.8	0	116	-6	1
# O=C(NCc1ccccc1)C(=O)NCC1COc2ccccc2O1 (stereo unspecified) reads 1	1	-4	1	-1	1383	1.2	-11	101	-1	0.9

# Later entries:
no.	structure	STAT3 inh	bIAP activator	PPARg SRC2 recr	PPARg SRC-1 ag	bIAP inh	SRC2 TRFRET art
13	N/C(Cc1ccc([N+](=O)[O-])cc1)=N\OC(=O)CC1CCCCC1	-1	1	-3	2	2	1459
14	Cc1ccc(S(=O)(=O)N2CCN(CC(=O)Nc3ccc(N4CCOCC4)cc3)CC2)cc1C	-2	1	4	3	4	1576
15	CC(C)NC(=O)CSc1nc(N)c(NC(=O)c2ccccc2F)c(=O)[nH]1	-7	0.9	-2	6	9	1709
16	CCN1CCN(c2cc(C)c3cc(NC(=S)NCc4cccs4)ccc3n2)CC1	2	1.3	-2	-8	-26	1538
17	Cc1ccc(NC(=O)CSc2nnc(C)c(=O)[nH]2)cc1C	-6	1	6	2	-5	1546
18	Cn1c(O)c(C2=c3ccccc3=NC2=O)sc1=Nc1ccc(Cl)cc1	1	0.8	-6	-5	16	1495
19	Cc1cc(CNC(=O)c2cccc([N+](=O)[O-])c2C)c2ccccc2n1	51*	1.1	-3	-6	-9	1367
20	CCOc1ccc(NC(=O)CN2C(=O)S/C(=C/c3cccn3C)C2=O)cc1	4	0.9	-2	6	12	1657
21	Cc1c(NC(=O)C2Cc3ccccc3CN2C(=O)c2ccco2)c(=O)n(-c2ccccc2)n1C (stereo unspecified)	6	0.9	5	-1	7	1476
22	O=C(Nc1ncc2c(n1)-c1ccccc1OC2)c1ccc(F)cc1	26	1	-6	5	2	1440
23	Cc1ccc(O)c(CNc2ccccn2)c1	7	0.8	-2	-2	18	1741
24	CN(Cc1ccccc1)C(=O)CCCn1c(=O)[nH]c2cc(Cl)ccc2c1=O	-5	1	3	2	4	1572

no.	ROMK primary	PPARg SRC3 recr	STAT3 act	STAT1 blocker	TNAP act hi DEA
13	-0.78	-5	101	3	1
14	·	4	100	1	1
15	0.21	-1	104	-6	1
16	-0.12	-3	101	0	1
17	·	6	108	-1	1
18	-0.033	7	101	0	0.9
19	·	-1	60	25	1.1
20	·	3	100	-6	1
21	·	4	100	5	1.1
22	-0.0093	3	82	0	1
23	·	5	97	-16	1.1
24	-1.1	3	104	3	1

# New compounds follow.
no.	structure	STAT3 inh	bIAP activator	PPARg SRC2 recr	PPARg SRC-1 ag	bIAP inh	SRC2 TRFRET art
25	Cc1ccc(OCc2cn3cccnc3n2)cc1	3	1	7	5	3	1477
26	CCC1S/C(=N\S(=O)(=O)c2cccs2)N(C2CCCCC2)C1=O (stereo unspecified)	-2	1	-1	-2	2	1538
27	CC(C)c1nnc(NC(=O)CSc2ccccc2)s1	0	0.9	-3	4	7	1531
28	Cc1ccc(Sc2ncccc2C(=O)O)cc1	12	1	0	-7	-2	1679
29	CCCCCC1CCC(c2n[nH]c(=S)n2C)CC1 (stereo unspecified)	7	0.8	5	1	15	1527
30	Cc1cc(C)nc(SCc2nnc(SCC(=O)Nc3ccc(Cl)c(C(F)(F)F)c3)o2)n1	8	1	11	2	2	1707
31	CC(=O)c1cccc(NC(=O)CN(C2CCCCC2)S(C)(=O)=O)c1	-2	1	-7	-9	-1	1450
32	CCCCC(=O)Nc1ccc2c(c1)nc1n2CCOC1	5	0.9	2	-1	13	1667
33	O=C(Nc1ccc(Cl)cc1)N(CCCN1CCOCC1)Cc1cccs1	19	1	-11	-2	-2	1324
34	CCOC(=O)C1CCN(CC(=O)N(CC(C)C)c2c(N)n(CC(C)C)c(=O)[nH]c2=O)CC1	2	1.2	2	2	-17	1614
35	NS(=O)(=O)c1ccc(NS(=O)(=O)/C=C/c2ccccc2)cc1	6	0.9	0	2	9	1489
36	O=C(O)C1CCCN1c1ncccn1 (stereo unspecified)	2	0.9	14	4	8	1880

no.	ROMK primary	PPARg SRC3 recr	STAT3 act	STAT1 blocker	TNAP act hi DEA
25	2.1	1	96	-31	1.1
26	-3	2	102	-5	1.1
27	·	6	101	2	1
28	0.28	-3	93	4	1.1
29	-0.045	-2	98	2	1
30	-3.9*	3	99	0	1.1
31	·	-10	106	2	1
32	·	6	98	-14	1.1
33	·	-4	91	3	1
34	-0.14	5	106	0	1
35	·	-6	98	-9	1
36	0.31	6	103	-5	1

# Further structures follow.
no.	structure	STAT3 inh	bIAP activator	PPARg SRC2 recr	PPARg SRC-1 ag	bIAP inh	SRC2 TRFRET art
37	COc1cccc(CC2(CO)CCCN(Cc3sc(N4CCCC4)nc3Cl)C2)c1 (stereo unspecified)	1	0.9	8	10	10	1582
38	COc1cccc(CNCCSc2nnnn2C)c1OC	0	1	8	-3	5	1395
39	Cc1cc(C)n2nc(C(=O)OCC(=O)c3cc(C)n(CC4CCCO4)c3C)nc2n1 (stereo unspecified)	-1	1.2	-7	-6	-22	1547
40	CCOC(=O)c1cnn(-c2ccccc2)c1-n1cccc1	4	0.7	4	-2	25	1457
41	COc1ccc(N(CC(=O)Nc2ccc(S(=O)(=O)N3CCOCC3)cc2)S(=O)(=O)c2ccccc2)cc1	-3	1.2	4	1	-16	1575
42	COc1cc(N(C(=O)Cc2cccs2)C(C(=O)NC2CCCCC2)c2cccc(OC)c2OC)ccc1-n1cnnn1 (stereo unspecified)	-17	0.7	12	7	28	1632
43	CC(C)(C)N(Cc1ccccc1)C(=O)COC(=O)Cn1cnc2ccccc2c1=O	-4	1.1	14	4	-6	1747
44	O=C1[C@@H]2Cc3c([nH]c4ccccc34)[C@@H](c3ccccc3)N2C(=O)[C@@H]2Cc3c([nH]c4ccccc34)[C@@H](c3ccccc3)N12	-47	0.9	1	-1	10	1435
45	Cc1ccc(S(=O)(=O)N2CCN(c3ncnc4c3cnn4-c3ccccc3)CC2)cc1	3	1.1	3	-2	-6	1420
46	COc1ccc(CCNC(=O)c2cnn3ccccc23)c(OC)c1OC	5	0.9	5	3	6	1600
47	CCOc1ccccc1C(=O)NCC(=O)O	2	1.2	-1	-3	-16	1468
48	c1ccc(-c2cc(-c3nnc4n3N=C(c3ccc5ccccc5c3)CS4)[nH]n2)cc1	9	1.2	-6	3	-19	1294
49	O=C(O)Cn1cc(C(=O)c2ccco2)c2ccccc21	4	0.9	5	0	9	1447

no.	ROMK primary	PPARg SRC3 recr	STAT3 act	STAT1 blocker	TNAP act hi DEA
37	-1	-5	103	-3	1.1
38	1.3	2	104	-1	1.1
39	0.095	4	105	10	1
40	-0.29	-13	102	3	1.1
41	-0.099	9	108	-9	1.1
42	-1.8	1	115	9	1
43	-0.65	4	108	-2	1.1
44	0.37	-1	137*	-5	1.1
45	1.4	6	105	-6	1.1
46	·	2	100	5	1
47	0.23	-3	100	2	1.1
48	·	7	100	-4	1
49	·	3	103	-1	1
